# NPY-Y1 antag: NPY-Y1 receptor antagonists, primary screen, cell-based; Neuropeptide Y receptor type 1 (Homo sapiens), P25929; inhibition, % at 3.6 µM; HEK293-CNG Y1 cells, membrane potential fluorescence; NPY at EC95, then isoproterenol; 200,000 tested, 1% active;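 active = inhibition above the campaign mean inhibition of all tested compounds plus 3 SD, cut at about 20% in these data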;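 also: 0% = DMSO wells given NPY plus isoproterenol and 100% = isoproterenol alone without NPY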
#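 Material: HEK293 Y1/CNG channel cell line; also added: NPY (25 nM), isoproterenol (1 µM), Ro 20-1724 (25 µM); doses: one concentration, 3.6 µM, in 0.4% DMSO; schedule: compound incubation 1 h at room temperature, readout 45 min post-stimulation; technique: membrane potential fluorescence; measure: fluorescence ratio normalized to % inhibition between controls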
# S1P4 ag: S1P4 receptor agonists, primary screen, cell-based; Sphingosine 1-phosphate receptor 4 (Homo sapiens), O95977; S1P4-expressing cell line, agonist reporter assay; activation, % at 4.98 µM; 220,000 tested, 0.35% active; AID 1509, 2009; in the data active = activation above about 11%;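 also: 0% = DMSO vehicle and 100% = reference agonist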
# NPY-Y2 PAM-ag: NPY-Y2 potentiators or agonists, primary screen, cell-based; AID 1359, 2008; activation, % at 3.6 µM; cells expressing NPY-Y2, potentiator/agonist read-out; Neuropeptide Y receptor type 2 (Homo sapiens), P49146; 220,000 tested, 0.45% active; in the data active = activation above about 27%;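 also: cells stimulated with NPY near EC25 plus isoproterenol at EC100; 0% = vehicle plus submaximal agonist and 100% = vehicle plus saturating agonist; some results beyond the cut were filed as inactive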
# Ba/F3 V617F tox: reduced viability of JAK2V617F-dependent Ba/F3 cells, primary screen, JAK2V617F inhibitor project, cell-based, Ba/F3 EpoR-JAK2V617F, luminescence; ATP luminescence; inhibition, % at 5.6 µM; 220,000 tested, 1.1% active; AID 1446, 2008;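 active = inhibition above the campaign mean plus 3 SD over all tested compounds, cut at about 24% in these data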;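 also: cytokine-independent growth of Ba/F3 cells driven by EpoR plus mutant JAK2; 0% = DMSO-treated cells and 100% = JAK inhibitor I control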
# BaF3 parental: parental Ba/F3 cell viability inhibition, counter-screen for JAK2V617F inhibitor project, murine pro-B, CellTiter-Glo luminescence | AID 1486, 2009 | CellTiter-Glo ATP luminescence | 220,000 tested, 1.1% active | inhibition, % at 5.6 µM;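 active = inhibition above a per-campaign cutoff, the mean inhibition of all tested compounds plus 3 SD, cut at about 27% in these data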;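 also: 0% = DMSO wells and 100% = JAK Inhibitor I control wells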
# NPY1 pot ag: NPY-Y1 receptor potentiators or agonists, primary screen, cell-based; NPY-Y1 expressing cells, potentiator/agonist activation; 220,000 tested, 0.37% active; Neuropeptide Y receptor type 1 (Homo sapiens), P25929; activation, % at 3.6 µM; in the data active = activation above about 33%, passing the limit was not always enough;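 also: cells stimulated with NPY at EC10 then isoproterenol at EC100; 0% = low agonist plus stimulus and 100% = saturating agonist plus stimulus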
# S1P4 antag: S1P4 receptor antagonists, primary screen, cell-based | AID 1510, 2009 | Sphingosine 1-phosphate receptor 4 (Homo sapiens), O95977 | 220,000 tested, 0.26% active | S1P4-expressing cells, antagonist mode, reporter read-out | inhibition, % at 4.98 µM; in the data active = inhibition above about 29%;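 also: 0% = wells stimulated with agonist and 100% = vehicle wells without agonist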
# Runt-CBFb FRET: inhibitors of RUNX1 Runt–CBFb binding, primary screen, biochemical, FRET, Cerulean-Runt, Venus-CBFb, uHTS; inhibition, % at 20 µM; Cerulean-Runt/Venus-CBFb FRET ratio 530/480, 1 h; 220,000 tested, 0.46% active; Runt-related transcription factor 1 (Homo sapiens) + Core-binding factor subunit beta …;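 active = inhibition over about 50% at 20 µM in the single-dose screen, limit read from the data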;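 also: 0% = DMSO wells and 100% = excess unlabeled CBFb competitor control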
# Target sequence (Q01196 whole entry, looked up): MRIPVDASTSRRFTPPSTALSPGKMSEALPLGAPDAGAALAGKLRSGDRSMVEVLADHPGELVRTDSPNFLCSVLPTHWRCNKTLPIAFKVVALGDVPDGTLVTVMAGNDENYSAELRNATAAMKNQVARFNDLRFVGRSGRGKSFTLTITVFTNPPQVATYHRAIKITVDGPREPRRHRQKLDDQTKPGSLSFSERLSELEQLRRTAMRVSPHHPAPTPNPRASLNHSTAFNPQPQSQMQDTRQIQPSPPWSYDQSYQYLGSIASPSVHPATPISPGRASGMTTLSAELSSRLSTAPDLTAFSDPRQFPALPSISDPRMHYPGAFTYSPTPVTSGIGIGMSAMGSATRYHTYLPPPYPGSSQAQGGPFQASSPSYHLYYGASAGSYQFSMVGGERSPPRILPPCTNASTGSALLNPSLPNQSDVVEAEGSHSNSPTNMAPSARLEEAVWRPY
# Target sequence (Q13951 whole entry, looked up): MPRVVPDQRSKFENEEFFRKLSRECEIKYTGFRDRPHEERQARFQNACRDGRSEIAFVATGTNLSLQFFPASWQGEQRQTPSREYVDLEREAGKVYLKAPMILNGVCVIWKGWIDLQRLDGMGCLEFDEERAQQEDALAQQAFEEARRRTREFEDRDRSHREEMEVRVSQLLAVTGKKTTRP
#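 Measured by: fluorescence energy transfer, 422 nm excitation, 530/480 nm emission; Assay system: Cerulean-Runt domain; Medium: Tris pH 7.5 buffer with BSA; Measure: loss of energy transfer signal; Controls: 5 µM unlabeled CBFb as full-inhibition high control; Incubation: protein complex preformed 1 h, compound exposure 1 h, room temperature, dark.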
# RBBP9 inhibitor: human RBBP9 inhibitors, primary screen, biochemical, fluorescence polarization, FP-Rh probe, HTS | Serine hydrolase RBBP9 (Homo sapiens), O75884 | recombinant RBBP9 | inhibition, % at 7.94 µM | 220,000 tested, 0.2% active | AID 1515, 2009;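 active = inhibition above the campaign mean of all tested compounds plus 3 SD, cut at about 14% in these data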;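 also: plate controls were DMSO wells with RBBP9 for no effect and wells lacking RBBP9 protein for full effect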
# Target sequence (O75884 whole entry, looked up): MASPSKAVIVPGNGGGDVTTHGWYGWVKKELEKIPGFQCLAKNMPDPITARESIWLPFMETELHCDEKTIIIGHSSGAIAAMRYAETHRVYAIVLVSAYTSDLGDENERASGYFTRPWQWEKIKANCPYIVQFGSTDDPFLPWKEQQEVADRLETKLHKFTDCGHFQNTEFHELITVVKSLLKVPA
#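 System: RBBP9 protein / Buffer or medium: Tris/NaCl buffer pH 8.0 with 0.1% Pluronic / Probe or stimulus: Serine-hydrolase probe FP-Rh, 375 nM pre-mixing / Dosing: 7.94 µM single dose, 0.794% DMSO / Times: enzyme-compound preincubation 30 min, then probe labeling 45 min, 25 °C / Technique: fluorescence polarization (mP), excitation 525 nm, emission 598 nm / Replication: singlicate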
# Active calls of the source: *; / = not tested or not shown.
SMILES,NPY-Y1 antag,S1P4 ag,NPY-Y2 PAM-ag,Ba/F3 V617F tox,BaF3 parental,NPY1 pot ag,S1P4 antag,Runt-CBFb FRET,RBBP9 inhibitor
O=C(CNC(=O)Cc1ccccc1)NCC(=O)OCC(=O)c1ccccc1Cl,2,2.3,5,0,2,0,-21,-2,1
Cc1cc(C)cc(C(=O)Nc2nnc(SCC(=O)N3CCCc4ccccc43)s2)c1,-4,1.6,-17,-1,1,-23,-17,0,-8
Cc1ccc(S(=O)(=O)N2CCN(C(=O)CSc3nccn3C)CC2)cc1,/,0.0,-1,-3,-2,32,4,0,-8
Cc1ccccc1OCC1Cc2c(nc(N)c(C#N)c2N)O1 (centres undefined),-2,1.1,9,1,5,-4,-8,-1,-9
Cc1cc(NC(=O)C2CCCCC2)ccc1NC(=O)c1ccccc1Cl,-2,0.8,1,3,5,-22,-1,0,4
CCOC(=O)/C(C#N)=N/Nc1ccc(S(=O)(=O)N2CCc3ccccc32)cc1,-5,2.0,18,0,9,2,-16,-4,-9
Cn1cccc1/C=C1\SC(=S)N(NC(=O)c2ccccc2)C1=O,7,-1.1,-11,-4,1,-22,-9,-36,-9
CC1CCCCN1c1nnc(N)s1 (centres undefined),-2,1.4,14,-5,-2,-12,4,/,-1
Cc1ccccc1NC(=S)N(C)Cc1cccs1,-17,1.9,101*,-2,4,104*,-5,0,-5
C#CCOCCOCCOCCNc1nc(N2CCN(C(=O)[C@H](CCC(=O)O)n3cc(C(N)Cc4ccc(O)cc4)nn3)CC2)nc(N2CCN(C(=O)[C@H](CCC(=O)O)n3cc(C(N)CC(C)C)nn3)CC2)n1 (some centres undefined),-4,0.6,2,0,3,-10,4,2,-1
Cc1cc(C)cc(NS(=O)(=O)c2ccc(NC(=O)C3CCCCC3C(=O)O)cc2)c1 (centres undefined),0,1.6,5,1,7,6,-11,-5,-3
Oc1c(C(c2cccs2)N2CCN(c3cccc(Cl)c3)CC2)sc2ncnn12 (centres undefined),-1,0.0,4,0,4,14,3,-2,-7
CCOC(=O)C1=C(C)NC(C)=C(C(=O)OCC)C1c1ccccn1,3,-1.1,-5,7,8,-1,14,1,-7
CCOC(=O)C1CCCN(Cc2cn[nH]c2-c2ccc(F)cc2F)C1 (centres undefined),1,3.3,-7,2,8,-5,-5,0,-7
CCN(CC)C(=O)c1cn(-c2ccccc2)nc1-c1ccc2c(c1)OCCO2,8,2.9,11,1,6,-3,-18,-1,-7
CCn1c(CNc2ccc(OC)cc2)nnc1SCC(=O)Nc1ccc(F)cc1,-4,0.6,1,-4,-4,7,-9,-1,-7
O=C(Nc1ccc2snnc2c1)N1CCSCC1,-1,-1.6,10,1,6,9,-3,-1,-5
CC(C)(C)n1nc2c(c1NC(=O)Cc1ccc(F)cc1)CSC2,1,-1.9,13,-2,5,-12,-30,1,-11
C/C(N)=C(/C#N)C(=O)CSc1nnc(Nc2c(C)cccc2C)s1,-1,-0.3,9,-3,7,14,-6,0,1
CC(=O)N(Cc1ccccc1)Cc1nc2sc(C)c(C)c2c(=O)[nH]1,4,-0.8,-1,2,5,4,-8,3,-5
Cc1ccc(NC(=O)NCc2ccc3c(c2)OCO3)cc1,4,0.0,-4,-5,0,-5,-4,-3,-3
COc1cc(S(=O)(=O)NCc2ccccn2)c(OC)cc1Cl,-1,-1.6,-12,1,2,-11,-3,-2,-13
Clc1ccccc1OCc1nnc(-c2ccccc2)o1,-9,-2.0,-6,-3,0,11,2,-4,-8
CCOC(=O)c1c(NC(=O)/C=C/c2ccc(C)o2)sc(C)c1C,2,0.5,4,-4,5,-9,-17,2,-7
O=C(NCC1CCS(=O)(=O)C1)NCC1CCS(=O)(=O)C1 (centres undefined),1,1.2,2,3,3,21,-15,-1,-2
Cc1nc(-c2ccc(NC(=O)c3ccccc3)cc2)cs1,-1,1.0,-16,11,18,-1,-12,2,-5
Cc1ccccc1N1C(=O)C2C3C=CC(C2C1=O)N(C)C3=O (centres undefined),2,0.2,17,-3,2,0,4,3,1
Cc1ccc(O)c(N=CC2=C(O)c3ccccc3C2=O)c1,-1,-1.4,3,0,3,-3,-12,-5,-14
CCC(CC)N1CCN(CCc2ccccc2)C(CCO)C1 (centres undefined),0,1.5,-19,-1,4,-25,-12,1,-12
COC(=O)CNC(=O)COC(=O)c1ccc(Cl)nc1,-1,0.2,-10,6,2,7,-8,0,-11
CC(C)NC(=O)C1CC(=O)N(C(C)c2ccccc2)C1 (centres undefined),1,3.4,6,-1,4,18,5,2,-1
COC(=O)c1cc(C#N)c(=O)[nH]c1C,9,2.6,-21,4,13,-25,4,2,3
COc1ccc(C2=C(N)c3ccccc3C2=O)cc1,1,1.9,-6,1,0,3,4,-1,-2
NC(=O)c1cn(-c2ccccc2)nc1-c1cccnc1,-6,-0.2,-5,-2,1,-12,-36,1,-6
C=CCn1c(SCC(=O)Nc2ccc(C(=O)OCC)cc2)nnc1-c1cccs1,5,1.2,3,1,3,-6,-21,-2,-13
CCc1nnc(NC2=NCCC2)s1,-1,-0.1,12,-2,2,-4,-6,0,5
COc1ccc(C(=O)/C=C/C(=O)N(CC(=O)NC2CCCCC2)Cc2ccccc2OC)c(O)c1,0,-0.3,-11,-3,3,11,2,10,-4
CCN(CC)S(=O)(=O)c1ccc(S(=O)(=O)N2CCCC2)cc1,2,0.8,5,-3,5,-4,-34,/,-4
COC1CCCCC1NS(=O)(=O)c1ccc(Cl)cc1 (centres undefined),-3,0.8,2,1,5,-9,-21,0,-4
Clc1cccc(Cl)c1Cn1cnc(=NCc2ccco2)c2[nH]cnc21,2,2.1,-11,1,0,-3,-9,-1,-8
CN1C(=O)CC(N2CCC(c3nc4ccccc4[nH]3)CC2)C1=O (centres undefined),-1,-2.9,-11,7,9,15,17,2,0
COc1ccc(C(=O)NCCN2CCOCC2)c(OC)c1OC,1,1.3,-10,0,5,7,-8,3,-5
O=C(CCCN1C(=O)c2ccccc2C1=O)Nc1nccs1,2,2.1,-15,-6,0,3,-13,1,1
COc1cccc(C(=O)n2ccc(-c3cccs3)n2)c1,/,-0.8,16,-2,-5,15,5,0,-5
CCC(=O)N1CCN(c2cc(NCC3CCCO3)c(F)cc2[N+](=O)[O-])CC1 (centres undefined),5,0.6,8,-1,1,14,1,-5,0
Cc1ccccc1CSc1nnc(C)n1N,4,-0.7,11,-4,1,5,13,-2,0
C=CCN1C(=O)/C(=C2/Sc3ccc(OC)cc3N2C)SC1=Nc1cccc(O)c1,8,-1.6,-16,4,5,1,1,-53,-6
CC(C)CC(=O)Nc1nnn(C)n1,-3,0.7,11,-2,-1,11,-7,-1,-8
COc1cc(/C=N/NC(=O)c2sc(N)c(C#N)c2C)cc(Br)c1O,-4,1.7,4,-1,5,9,2,-3,-6
O=C(/C=C/c1cccs1)Nc1cccc(NC(=O)/C=C/c2cccs2)n1,-9,0.1,20,2,6,9,-8,0,-56

# Other records follow:
SMILES,NPY-Y1 antag,S1P4 ag,NPY-Y2 PAM-ag,Ba/F3 V617F tox,BaF3 parental,NPY1 pot ag,S1P4 antag,Runt-CBFb FRET,RBBP9 inhibitor
CN(C)C(=O)N1CCCC(C(=O)NCc2ccc(F)cc2Cl)C1 (centres undefined),18,-0.9,17,-4,8,11,-15,0,-3
COC(=O)c1ccc(C(C(=O)NC2CCCCC2)N(Cc2ccccc2)C(=O)Cc2cccs2)cc1 (centres undefined),-2,-0.3,3,-6,-2,0,-9,0,1
O=C(NCc1ccccc1)C1COc2ccccc2O1 (centres undefined),3,1.1,3,-4,1,1,1,-1,7
CCN(CC)S(=O)(=O)c1ccc(OC(C)C)c(N)c1,2,1.3,16,-2,5,12,-5,2,2
COc1ccc(CC(=O)N2CCCC(C)C2)cc1 (centres undefined),8,0.1,-11,-2,0,11,-3,-1,-6
CCOC(=O)Cn1c(=O)c2c(nc(Br)n2Cc2ccccc2Cl)n(C)c1=O,4,2.0,-13,2,9,-36,-15,-3,-4

# A draw from above in order of count of non-hydrogen atoms, lowest first:
SMILES,NPY-Y1 antag,S1P4 ag,NPY-Y2 PAM-ag,Ba/F3 V617F tox,BaF3 parental,NPY1 pot ag,S1P4 antag,Runt-CBFb FRET,RBBP9 inhibitor
CC(C)CC(=O)Nc1nnn(C)n1,-3,0.7,11,-2,-1,11,-7,-1,-8
COc1ccc(CC(=O)N2CCCC(C)C2)cc1 (centres undefined),8,0.1,-11,-2,0,11,-3,-1,-6
CCN(CC)S(=O)(=O)c1ccc(OC(C)C)c(N)c1,2,1.3,16,-2,5,12,-5,2,2
COc1cccc(C(=O)n2ccc(-c3cccs3)n2)c1,/,-0.8,16,-2,-5,15,5,0,-5
O=C(CCCN1C(=O)c2ccccc2C1=O)Nc1nccs1,2,2.1,-15,-6,0,3,-13,1,1
CN(C)C(=O)N1CCCC(C(=O)NCc2ccc(F)cc2Cl)C1 (centres undefined),18,-0.9,17,-4,8,11,-15,0,-3
COc1cc(/C=N/NC(=O)c2sc(N)c(C#N)c2C)cc(Br)c1O,-4,1.7,4,-1,5,9,2,-3,-6
O=C(/C=C/c1cccs1)Nc1cccc(NC(=O)/C=C/c2cccs2)n1,-9,0.1,20,2,6,9,-8,0,-56
CCC(=O)N1CCN(c2cc(NCC3CCCO3)c(F)cc2[N+](=O)[O-])CC1 (centres undefined),5,0.6,8,-1,1,14,1,-5,0
C=CCN1C(=O)/C(=C2/Sc3ccc(OC)cc3N2C)SC1=Nc1cccc(O)c1,8,-1.6,-16,4,5,1,1,-53,-6
COC(=O)c1ccc(C(C(=O)NC2CCCCC2)N(Cc2ccccc2)C(=O)Cc2cccs2)cc1 (centres undefined),-2,-0.3,3,-6,-2,0,-9,0,1

# Screening results as filed in PubChem.

# No enrichment for hits (roughly 3.6% active in at least one column).
